High-throughput results (PubChem BioAssay)
MgcRacGAP inhibition: MgcRacGAP GTPase-activating activity inhibitors, confirmation, biochemical, ADP Hunter fluorescence. one-dose inhibition, % at 30 µM; IC50 in µM for titrated hits. MgcRacGAP-stimulated Rac1 GTP hydrolysis, ADP Hunter fluorescence; higher % means a stronger effect; GST-tagged Rac1 F28L mutant substrate. AID 624330. actives 0.6% (n = 340,000);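 active = first-screen hits whose inhibition reached a set limit at any dose in the follow-up dose series; inconclusive = inhibition above the set first-screen limit but never retested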;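 also: fluorescence reports GDP produced by GAP-driven GTP hydrolysis; strong numbers were not always called active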
NTR1 ag: NTR1-driven beta-arrestin-GFP spot formation – imaging, U2OS cells, high content, primary screen (AID 493036) | agonist mode | actives 0.17% (n = 330,000) | activation, % at 20 µM;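 active = activation at or above 40% of the spot to cytoplasm intensity ratio, with at least 20 cells analyzed; inconclusive = wells under 20 cells, flagged as cytotoxic or low count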;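 also: 0% = DMSO without peptide and 100% = 100 nM NTR1 peptide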
Target sequence (P30989 whole entry, looked up): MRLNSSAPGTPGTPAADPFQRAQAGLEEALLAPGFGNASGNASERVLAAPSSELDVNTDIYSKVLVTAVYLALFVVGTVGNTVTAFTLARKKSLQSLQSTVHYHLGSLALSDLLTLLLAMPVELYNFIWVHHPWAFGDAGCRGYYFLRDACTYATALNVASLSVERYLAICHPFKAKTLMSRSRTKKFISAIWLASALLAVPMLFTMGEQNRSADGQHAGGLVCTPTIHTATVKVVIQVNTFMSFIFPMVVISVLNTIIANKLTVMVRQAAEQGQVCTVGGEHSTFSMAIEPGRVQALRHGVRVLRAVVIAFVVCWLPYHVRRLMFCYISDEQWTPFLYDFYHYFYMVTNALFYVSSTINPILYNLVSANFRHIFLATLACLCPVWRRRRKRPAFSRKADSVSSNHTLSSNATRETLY
West Nile virus CPE: inhibition of WNV-induced cytopathic effect – cell-based, CPE readout (AID 1621); West Nile virus-infected cells, CPE inhibition; higher % means a stronger effect; one-dose CPE inhibition, % at 10 µM; IC50 in µM for titrated hits; actives 0.02% (n = 290,000); in the data active = a potency from the dose series; inconclusive = CPE inhibition mostly from about 3.7% at the one dose, without a potency; inactive = the rest, 99 in 100 with CPE inhibition below about 2.2%; also: strong numbers were not always called active
PhoP inhibition: PhoP-dependent GFP reporter repression – Salmonella Typhimurium, primary screen (AID 1863). S. Typhimurium PhoP-regulated promoter GFP reporter, 4 h; higher % means a stronger effect. one-dose inhibition, % at 50 µM; IC50 in µM for titrated hits. actives 0.16% (n = 300,000);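 active = inhibition over 29.93%, a cutoff 3 SD above the screen mean, later confirmed by dose response; inconclusive = inhibition over 29.93% but no dose response follow-up; inactive = inhibition at most 29.93% or unconfirmed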;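 also: 0% = low Mg2+ inducing control and 100% = high Mg2+ repressing control; strong numbers were not always called active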
RSV antiviral HEp-2: inhibition of RSV-induced cytopathic effect – HEp-2 cells, primary 10 µM value included (AID 2391); HEp-2 cells, RSV-induced CPE inhibition; higher % means a stronger effect; CPE inhibition, % at 10 µM, or IC50 in µM where a hit was titrated; actives 0.13% (n = 310,000); in the data active = a potency from the dose series; inconclusive = CPE inhibition mostly from about 23% at the one dose, without a potency; inactive = the rest, 99 in 100 with CPE inhibition below about 21%; also: strong numbers were not always called active
Large T inhibition: SV40 large T antigen inhibitors, biochemical (AID 1903). SV40 large T antigen ATPase/helicase inhibition assay; higher % means a stronger effect. one-dose inhibition, % at 20 µM; IC50 in µM for titrated hits. actives 0.39% (n = 310,000); in the data active = a potency from the dose series; inconclusive = inhibition mostly from about 32% at the one dose, without a potency; inactive = the rest, 99 in 100 with inhibition below about 32%; also: strong numbers were not always called active
K1F lysis inhibition: inhibition of K1F phage lysis, E. coli UTI89, bacterial capsule biogenesis inhibitors, alamar blue (AID 488966); E. coli UTI89 K1F phage lysis, alamar blue, 2 h; higher % means a stronger effect; actives 0.02% (n = 340,000); one-dose inhibition, % at 100 µM; IC50 in µM for titrated hits;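 active = phage lysis inhibition, versus mean bacterial control, above a set limit; inconclusive = no clear call, values can overlap the other calls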;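 also: capsule biogenesis inhibitors block K1F phage lysis so surviving cells raise fluorescence; higher fluorescence means more inhibition of phage lysis; actives were called in the ten point dose series up to 300 µM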
NS5 inhibitors: flavivirus cap methylation enzyme inhibition – biochemical, confirmation dose response, primary screen (AID 588689); Dengue-2 NS5 methyltransferase capping enzyme assay, biochemical; higher % means a stronger effect; one-dose inhibition, % at 25 µM; IC50 in µM for titrated hits; actives 0.3% (n = 340,000); in the data active = a potency from the dose series; inconclusive = inhibition above about 29% without an active follow-up result
T cell HTS: T cell immune modulators affecting CD8 T cell-vesicle binding. actives 0.068% (n = 330,000). calls only at 7 µM. 2C CD8+ T cell-vesicle binding, flow cytometry; hits give low values;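 active = response, share of CD8 T cells binding vesicles, and their 90th percentile fluorescence all below set limits, cut at about 80% in these data, passing the limit was not always enough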
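Also added: QL9-peptide-loaded Drosophila micro-vesicles bearing Ld, ICAM-1 and B7-1; Test system: purified 2C TCR transgenic mouse naive CD8+ T cells; Measured by: cytometric PE anti-B7-1 and Alexa647 anti-CD8 signals after 1% paraformaldehyde fixation; Timing: binding step 1.5 h, 37 °C, antibody labelling 20 min, ice.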
T cell HTS vesicle-bound %: second read-out of T cell HTS, no call of its own (marks repeat the call); double positive events, %; measured here: CD8+ vesicle-bound cell fraction;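 binding gate set so that unloaded-vesicle control wells show 10% double positive cells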
NTR1 ag cell count 20 µM: recorded beside NTR1 ag, whose call it bears; cell count; measured here: cell count, cytotoxicity flag
Active calls of the source: *; i = inactive; ? = inconclusive; . = no result given; [ ] = dose if it differs, or a comment.

SMILES	MgcRacGAP inhibition	NTR1 ag	NTR1 ag cell count 20 µM	West Nile virus CPE	PhoP inhibition	RSV antiviral HEp-2	Large T inhibition	K1F lysis inhibition	NS5 inhibitors	T cell HTS	T cell HTS vesicle-bound %
CCOC(=O)c1sc(NC(=O)c2cc(-c3ccccc3C)nc3ccccc23)c(C#N)c1C	0%	5.8	70	?	-10%	12%	18%	-0.2%	3%	i	48
CCO[C@H]1OC(C(=O)O)=C[C@@H](c2coc3ccccc3c2=O)[C@@H]1CCCO	6%	0.3	55	0.4%	.	0.4%	4%	0.1%	-1%	.	.
COc1ccc(CSc2ccc(S(=O)(=O)N3CCCCC3)cn2)cc1F	4%	-1.7	64	.	.	0.3%	.	0.1%[50 µM]	-2%	i	38
Cc1ccc(NS(=O)(=O)c2ccc(-c3ccc(=O)[nH]n3)o2)c(C)c1	10%	0.0	67	-0.5%	-4%	2.8%	4%	0.3%	0%	i	3
CC1(C)N=C(SCC(=O)Nc2ccccc2)C(c2ccc(Cl)cc2)=N1	17%	-1.2	91	0.1%	2%	1.2%	32%	-0.3%	2%	i	22
Cc1cc(NCCOCCO)n2ncc(-c3ccc(Cl)cc3)c2n1	11%	2.1	87	1.1%	9%	16%	8%	-0.2%	-8%	i	62
Cc1ncoc1C(=O)N1CCCC(C(=O)c2cccc(C(F)(F)F)c2)C1 (stereo not given)	4%	0.1	60	-0.4%	2%	2.0%	8%	0.4%	2%	i	6
COC(=O)c1nc(N)sc1-c1ccccc1	8%	-0.5	46	0.3%	0%	0.1%	-1%	1.1%	-5%	i	37
Cc1cccc(-c2noc(CN(C(=O)c3c(-c4ccccc4Cl)noc3C)C(C)C)n2)c1	0%	0.3	51	0.8%	5%	0.7%	2%	-1.4%	-7%	i	57
Cc1ccc(NC(=O)Cc2ccc(Cl)cc2)nc1	10%	-0.3	45	.	.	1.7%	8%	-1.2%	-5%	i	54
c1cnc(N2CCN(c3ccc4ccccc4n3)CC2)nc1	8%	-0.4	37	-0.6%	-5%	4.2%	-3%	-0.2%	-8%	i	40
Cc1cccc(NC(=O)COC(=O)CCc2c[nH]c3ccccc23)c1C	1%	-1.8	91	.	.	-0.7%	.	0.3%[50 µM]	0%	i	32

The last 2 compounds of the part above lead into the next.
SMILES	MgcRacGAP inhibition	NTR1 ag	NTR1 ag cell count 20 µM	West Nile virus CPE	PhoP inhibition	RSV antiviral HEp-2	Large T inhibition	K1F lysis inhibition	NS5 inhibitors	T cell HTS	T cell HTS vesicle-bound %
c1cnc(N2CCN(c3ccc4ccccc4n3)CC2)nc1	8%	-0.4	37	-0.6%	-5%	4.2%	-3%	-0.2%	-8%	i	40
Cc1cccc(NC(=O)COC(=O)CCc2c[nH]c3ccccc23)c1C	1%	-1.8	91	.	.	-0.7%	.	0.3%[50 µM]	0%	i	32
O=C(Nc1ccc(S(=O)(=O)N2CCCC2)cc1)N1c2ccccc2Sc2ccccc21	19%	1.6	47	0.1%	5%	8.1%	30%	3.9%	3%	i	28
Cc1nc2ccccc2n1CC(=O)N1CC(=O)Nc2ccccc21	-8%	0.8	61	-0.1%	-8%	0.5%	5%	-0.2%	-1%	i	26
COc1ccc(NC(=O)c2cccc(NC(=O)C3C4CC5OC(=O)C3C5C4)c2)c(OC)c1 (stereo not given)	7%	-0.3	43	-0.2%	0%	-0.6%	9%	0.7%	-1%	i	65
CN1CCN(c2nc3c(c(=O)[nH]c(=O)n3C)n2CCSc2nnnn2-c2ccccc2)CC1	7%	-0.2	51	-0.3%	-9%	0.2%	16%	-0.5%	-6%	i	21
Cc1cccc(N2CCN(C(=O)CCNS(=O)(=O)c3ccc4c(c3)CCC(=O)N4)CC2)c1C	9%	1.7	76	-0.9%	4%	13%	6%	0.0%	-8%	i	17
O=C(O)c1ccc(N/N=C/c2ccc3c(c2)OCO3)cc1	.	-0.6	94	0.5%	-16%	0.6%	15%	.	.	i	45
O=C(/C=C/c1ccc(S(=O)(=O)NCc2ccco2)cc1)N1CCN(c2ccccc2)CC1	1%	0.6	38	-0.5%	-9%	0.7%	13%	-1.9%	-4%	i	36
Oc1ccc(Cl)cc1CNCC1CCCCC1	4%	-4.6	100	.	.	-0.9%	21%	-0.3%	-14%	i	41
C=CCOc1cccc(C2C(C(=O)c3ccc(C)o3)=C(O)C(=O)N2CCN(C)C)c1 (stereo not given)	-1%	0.1	44	-0.2%	-10%	0.5%	9%	0.7%	-3%	i	39
Cc1ccc(NC(=O)Cn2cnc3cc([N+](=O)[O-])ccc3c2=O)c(Cl)c1	3%	0.0	66	0.5%	-3%	1.4%	10%	-0.1%	-5%	i	38
CC1CCN(C(=O)c2cc3c(ccc4ccccc43)o2)CC1	4%	4.0	83	-0.5%	-2%	8.9%	22%	0.5%[50 µM]	-5%	i	62
CN(C)C(=O)COC(=O)/C=C/c1cn(-c2ccccc2)nc1-c1cccs1	9%	3.3	57	2.7%	7%	4.0%	1%	0.3%	-4%	i	40
Cn1c(=O)c2c(nc(NCc3ccco3)n2CCc2ccccc2)n(C)c1=O	14%	4.1	37	-0.2%	0%	0.3%	11%	0.8%	-1%	i	26
CC(=O)c1cccc(NC(=O)CSc2ccc(-c3ccccn3)nn2)c1	5%	1.6	61	2.0%	3%	3.8%	24%	-0.1%	-5%	i	68
C[C@H](CO)N1C[C@H](C)[C@@H](CN(C)S(=O)(=O)c2ccc(F)cc2)Oc2c(NC(=O)CCC(F)(F)F)cccc2C1=O	2%	-1.5	60	.	.	.	.	1.2%	0%	i	21
COc1ccc(N2CCN(C(CNC(=O)C3CCCCC3)c3ccco3)CC2)cc1 (stereo not given)	30%	0.1	79	.	5%	6.9%	14%	1.5%[50 µM]	-4%	i	16
Cc1ccc(CNC(=O)CCSCc2ccc(C)cc2)cc1	.	-0.5	96	-0.5%	-2%	0.2%	5%	0.1%	-7%	i	60
CC(OC(=O)c1cccnc1Cl)C(=O)Nc1ccc2c(c1)OCO2 (stereo not given)	2%	-2.2	53	.	.	.	.	0.5%[50 µM]	-7%	i	38
O=[N+]([O-])c1ccc(/C=N/N2CCN(Cc3ccccc3)CC2)cc1	1%	-0.5	61	-0.9%	1%	?	9%	0.0%	-6%	i	60
COc1cc2c(c(OC)c1OC)-c1ccc(NC(=O)c3ccc(F)cc3)c(=O)cc1[C@@H](NC(C)=O)CC2	3%	3.1	92	0.0%	.	10%	18%	0.5%	4%	i	34
COc1cc2c(cc1OC)CN(C(=O)c1cccc(S(=O)(=O)N(C)C)c1)CC2	0%	0.9	49	0.0%	-3%	1.8%	5%	-0.8%[50 µM]	0%	i	13
COc1ccc(C2/C=C\CN(C(=O)NC(C)C)CC(=O)N2Cc2ccc(F)cc2)cc1 (stereo not given)	-24%	-0.8	71	-0.2%	-3%	0.0%	33%	1.2%	-2%	i	56
Cc1[nH]c(=O)c(C#N)cc1-c1csc(-c2ccccc2)n1	1%	0.8	91	1.3%	-8%	0.6%	6%	-0.3%	-3%	i	24
CCN(CC)c1ccc(C(=O)OCc2c(C)noc2C)cc1	8%	0.1	29	-1.4%	2%	12%	6%	-0.1%	-5%	i	35
CCOc1ccccc1-n1c(COc2ccc(C)cc2)nnc1SCC(N)=O	10%	-0.9	82	-0.2%	-2%	-0.6%	2%	7.5%	-1%	i	13
COc1ccc(NC2=NCCC2)cc1	36%	1.7	38	0.1%	4%	0.6%	13%	1.1%	14%	i	36
Cn1nnnc1SCC(=O)c1c(N)n(C)c(=O)n(C)c1=O	7%	0.8	78	-0.3%	-8%	1.3%	10%	0.3%	-1%	i	10
CCOC(=O)c1[nH]ncc1CN1CCCC(C(=O)c2ccc(OC)cc2C)C1 (stereo not given)	9%	-0.2	87	0.3%	-6%	-0.7%	25%	0.8%	-2%	i	53
COc1ccc(C(=O)OCc2c(F)cccc2Cl)cc1S(=O)(=O)N1CCOCC1	6%	4.7	46	.	.	3.5%	.	-0.2%[50 µM]	-3%	i	34
OCc1n[nH]c(CO)n1	-11%	0.5	76	0.3%	1%	0.8%	0%	5.9%	-7%	i	11
O=C(CCCN1C(=O)c2cccc3cccc(c23)C1=O)N1CCN(c2ccccc2O)CC1	-17%	2.9	54	-0.8%	-3%	8.1%	10%	0.1%[50 µM]	0%	i	14
O=c1ccc2ccc(Oc3ccc([N+](=O)[O-])cc3[N+](=O)[O-])cc2o1	.	2.5	68	2.6%	32%	2.8%	2%	.	.	i	54
O=C(OCC(=O)N1CCCCC1)c1ccccc1SCC(=O)N1CCCCC1	2%	-0.1	46	0.0%	-3%	0.9%	18%	0.5%	-5%	i	56
COc1ccc(C2/C(=C(\O)c3cc(C)ccc3C)C(=O)C(=O)N2CCN(C)C)cc1OC (stereo not given)	-1%	-2.4	87	-0.4%	-2%	3.4%	1%	-2.6%	-10%	i	36
Cn1ccnc1SCC(=O)Nc1ccc2nc(SCC(=O)NC3CC3)sc2c1	.	0.7	60	0.2%	-7%	-0.2%	9%	.	.	i	44
CCC(CC)c1ncc[nH]1	6%	3.1	56	-0.1%	3%	0.8%	22%	-0.1%	-4%	i	48
CCN1CCc2c(sc(NC(=O)C3COc4ccccc4O3)c2C(N)=O)C1 (stereo not given)	7%	-0.2	68	-0.3%	3%	-1.1%	1%	0.0%	1%	i	65
CCN(CC)c1ccc(NC(=O)c2ccc(S(=O)(=O)N3CCOCC3)cc2)cc1	72µM*	8.8	42	.	.	.	.	5.5%	-12%	i	40
CC(C)(C)n1nnnc1C(c1ccc(F)cc1)N(Cc1ccc(F)cc1)Cc1ccco1 (stereo not given)	5%	2.5	78	?	-11%	21%	-1%	0.7%	-6%	i	28
CCC(=O)N1CCN(c2ccc(NC(=S)NC(=O)COc3ccccc3)cc2)CC1	16%	1.3	62	-0.3%	3%	1.8%	?	0.0%	-4%	i	19
COc1ccc(C(=O)N/C(=C\c2cn(S(=O)(=O)N(C)C)c3ccccc23)C(=O)NCCCN2CCOCC2)cc1	7%	-1.2	61	-0.3%	-2%	-1.6%	11%	0.4%	-2%	i	19

Entries listed so far marked active in MgcRacGAP inhibition.
structure	MgcRacGAP inhibition	West Nile virus CPE	PhoP inhibition	RSV antiviral HEp-2	Large T inhibition	NS5 inhibitors	T cell HTS	T cell HTS vesicle-bound %
CCN(CC)c1ccc(NC(=O)c2ccc(S(=O)(=O)N3CCOCC3)cc2)cc1	72µM*	.	.	.	.	-12%	i	40
